Pol beta inh – blocks human DNA polymerase beta activity | P06746 | Pol beta primer extension/strand displacement, fluorescence kinetic | Potency, µM (highest dose often 114 µM), for inactives: at the top dose activity change, negative = inhibition, most hits filed as inhibitors | actives 1.3% (n = 340,000) | AID 485314; note: potency is the fitted concentration of half-maximal effect; % is set by controls: 0 for no effect and ±100 for the full control effect
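Enzyme-only controls used 10 nM Pol beta; buffer lacking enzyme served as negative control. Compound preincubated 15 min, then 50 nM substrate added; 0 and 10 min reads at room temperature.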
POLK inh – DNA polymerase kappa (human) inhibition. Q9UBT6. purified Pol kappa, fluorescent DNA synthesis assay, 10 min. Potency, µM (series often up to 107 µM), inactives show at the top dose activity, negative = inhibition, hits mostly inhibitors. actives 0.53% (n = 400,000). AID 588579; note: potency is the fitted concentration of half-maximal effect; % is set by controls: 0 for no effect and ±100 for the full control effect
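Kinetic fluorescence readout at 0 and 10 min followed reaction start with substrate at 50 nM final. Beforehand, enzyme (10 nM Pol kappa) stood 15 min with compound at room temperature; buffer-only wells were negative controls.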
BLM inh – blocks DNA unwinding by human BLM helicase. P54132. recombinant BLM DNA unwinding, fluorescence dequenching. Potency, µM (series often up to 56.1 µM), for the others: at the highest dose activity change, negative = inhibition, actives largely listed as inhibitors. actives 0.2% (n = 350,000);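 note: potency is the fitted concentration of half-maximal effect; plate controls were vehicle for no effect and no enzyme for full effect; nearly all actives have a fitted effect of over 35% in size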
APE1 inh – blocks human APE1 abasic DNA cleavage | Potency, µM (doses to about 65.8 µM), for the others: top-dose activity change, negative = inhibition, actives largely listed as inhibitors | P27695 | recombinant APE1, TAMRA/BHQ-2 abasic DNA cleavage fluorescence | AID 2517 | actives 0.35% (n = 350,000);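 note: potency is the fitted concentration of half-maximal effect; plate controls were vehicle for no effect and reference inhibitor for full effect; nearly all actives have a fitted effect of over 55% in size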
Target sequence (P27695 whole entry, looked up): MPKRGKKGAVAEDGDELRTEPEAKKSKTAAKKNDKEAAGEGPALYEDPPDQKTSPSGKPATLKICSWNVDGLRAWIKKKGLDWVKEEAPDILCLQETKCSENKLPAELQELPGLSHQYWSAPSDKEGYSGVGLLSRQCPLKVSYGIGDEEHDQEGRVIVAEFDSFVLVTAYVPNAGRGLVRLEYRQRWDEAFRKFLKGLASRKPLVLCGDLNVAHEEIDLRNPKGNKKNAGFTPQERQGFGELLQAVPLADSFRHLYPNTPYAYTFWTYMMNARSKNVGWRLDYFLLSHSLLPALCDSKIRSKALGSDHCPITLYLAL
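Kinetic fluorescence read (525 ex/598 em nm, three reads 60 s apart) of AP-site incision; signal = third minus first read. Enzyme 0.75 nM, dual-labelled THF duplex 50 nM, compound preincubation 15 min RT.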
RXFP1 antagonist – RXFP1 (human) relaxin receptor antagonism. Q9HBX9. HEK293-RXFP1, relaxin-stimulated cAMP HTRF, 30 min; active compounds read low. activity change, negative = inhibition, % at 57.5 µM. actives 0.59% (n = 350,000). AID 1259400;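 active = activity change of -60% or lower, but not beyond a set lower limit; inconclusive = change between -60% and -40%, or beyond the set limit; inactive = change above -40%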; note: % is set by controls: 0 for no effect and ±100 for the full control effect
Apoferritin bind – binds horse apoferritin like a general anesthetic. P02791. apoferritin/1-aminoanthracene competitive binding, fluorescence. Potency, µM (series often up to 77.5 µM), inactives show at the top dose activity change, negative = displacement, usual class: inhibitors. actives 0.074% (n = 350,000). AID 485281; note: potency is the fitted concentration of half-maximal effect; % is set by controls: 0 for no effect and ±100 for the full control effect; nearly all actives have a fitted effect of over 20% in size
Target sequence (P02791 2-175 limits assumed): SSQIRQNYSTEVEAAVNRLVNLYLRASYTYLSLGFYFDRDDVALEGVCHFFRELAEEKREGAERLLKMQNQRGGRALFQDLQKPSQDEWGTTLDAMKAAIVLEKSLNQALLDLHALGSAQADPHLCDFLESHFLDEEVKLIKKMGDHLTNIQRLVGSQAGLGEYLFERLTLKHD
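Horse-spleen apoferritin (10 uM) was mixed with 50% saturated 1-aminoanthracene in PBS, exposed to compounds for 10 min at room temperature, and read for fluorescence (ex 380 nm, em 535 nm). Competitive displacement was fitted with a four-parameter Hill equation.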
POLI inh – inhibitors of human DNA polymerase iota | Q9UNA4 | Pol iota fluorescent replication assay, 10 min | Potency, µM (highest dose often 115 µM), inactives show top-dose activity, negative = inhibition, usual class: inhibitors | actives 1% (n = 390,000) | AID 588590; note: potency is the fitted concentration of half-maximal effect
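Fluorescent replication assay read twice, at 0 min and 10 min after adding 50 nM (final) substrate. Enzyme (10 nM) and compounds were first incubated 15 min at room temperature; enzyme-free buffer wells were negative controls.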
Pol eta inh – inhibitors of human DNA polymerase eta; Q9Y253; recombinant Pol eta, fluorescent DNA replication assay; Potency, µM (top dose mostly 114 µM), without a hit: at the top dose activity change, negative = inhibition, actives largely listed as inhibitors; actives 1.2% (n = 390,000); note: potency is the fitted concentration of half-maximal effect; % is set by controls: 0 for no effect and ±100 for the full control effect
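Pol eta at 10 nM preincubated with compounds 15 min at room temperature; reaction started with fluorescent substrate (50 nM final) and read kinetically at 0 and 10 min.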
Tb PGK inh – blocks T. brucei phosphoglycerate kinase. AID 602233. P07378. PGK/GAPDH coupled, Kinase-Glo luminescence, 60 min. actives 0.043% (n = 380,000). Potency, µM (titrated, usually from 57.5 µM), for inactives: top-dose activity change, negative = inhibition, most hits filed as inhibitors; note: potency is the fitted concentration of half-maximal effect; % is set by controls: 0 for no effect and ±100 for the full control effect; nearly all actives have a fitted effect of over 60% in size
Target sequence (P07378 whole entry, looked up): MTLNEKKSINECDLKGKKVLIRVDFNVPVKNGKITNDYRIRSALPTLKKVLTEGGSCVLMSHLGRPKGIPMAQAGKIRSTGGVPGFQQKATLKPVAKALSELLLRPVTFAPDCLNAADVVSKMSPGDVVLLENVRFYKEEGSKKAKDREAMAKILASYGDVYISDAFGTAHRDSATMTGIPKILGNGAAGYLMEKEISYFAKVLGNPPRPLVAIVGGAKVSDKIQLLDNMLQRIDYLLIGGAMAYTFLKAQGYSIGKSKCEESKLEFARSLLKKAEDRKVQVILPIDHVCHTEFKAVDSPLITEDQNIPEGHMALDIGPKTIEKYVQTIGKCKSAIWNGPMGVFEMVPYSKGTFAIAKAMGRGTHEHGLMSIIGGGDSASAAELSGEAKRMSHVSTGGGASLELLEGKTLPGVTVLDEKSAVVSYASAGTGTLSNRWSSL
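Luminescent ATP detection (Kinase-Glo Plus) follows a 60-minute room-temperature incubation, with wells lacking PGK as controls. Buffer: 100 mM TEA (pH 7.6), 5 mM MgCl2, 0.01% Tween-20. Coupling enzyme GAPDH (100 nM final) supplies unstable 1,3-BPG in-well.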
Starred values were filed as active, the others as inactive; i = inactive; ? = inconclusive; . = no result given; & = joins results of further samples; [ ] = another dose, or the depositor's remark. Unless noted, calls come from the whole dose curve; as a rule, active = well fitted curve in the direction sought with a large enough effect; inconclusive = small, poorly fitted or top-dose-only effect, or another doubt; inactive = no such curve, though single readings can be large; an effect the other way counts as inactive or inconclusive.

Pol beta inh	POLK inh	BLM inh	APE1 inh	RXFP1 antagonist	Apoferritin bind	POLI inh	Pol eta inh	Tb PGK inh	SMILES
.	-2%	.	40%[activator]	-18	.	8%	-15%	-8%	CCCCCN(C(=O)CCC(=O)OC(C)C(=O)c1ccccc1)c1c(N)n(CCCC)c(=O)[nH]c1=O (stereo not given)
-13%	-7%	-1%	-5%	-4	-8%	-1%	-10%	-6%	COc1ccc2nc(SCC(=O)Nc3cc(C)on3)[nH]c2c1
22%	-6%	-3%	1%	-15	0%	20%	-7%	i	CCCCNC(=O)COC(=O)c1ccccc1F
11%	8%	1%	5%	-19	2%	10%	-5%	i	COc1ccc(N2CCN(C(=O)CC3NC4CCCCC4NC3=O)CC2)cc1 (stereo not given)
26%	-4%	1%	-2%	-6	-7%	9%	-1%	i	O=C(Nc1cccn2ncnc12)c1ccc(Cl)cc1Cl
31%	24%	-2%	-2%	11	-5%	36%[activator]	-8%	4%	O=C(OCC(=O)N1CCCC1)c1ccc(S(=O)(=O)N2CCOCC2)cc1
-14%	0%[60.1 µM]	-1%	.	-8	?	3%	-5%	i	Cc1ccc2c(c1)c(=O)c(C(=O)c1ccncc1)cn2CC(=O)Nc1ccc(C(C)C)cc1
1%	-16%	-1%	-3%	19	-7%	-3%	-16%	-7%	O=C(CSc1nc2ccccc2s1)Nc1ccc(Cl)c(S(=O)(=O)N2CCOCC2)c1
-13%	-11%	-1%	0%	-23	1%	-6%	-13%	-8%	COc1ccc(-c2nnc(SCCC(=O)O)n2-c2ccccc2)cc1
-1%	-1%	-13%	11%	-9	8%	13%	-20%	i	COc1ccc(-c2noc(-c3ccccc3-c3ccccc3)n2)cc1OC
21%	-11%	-4%	16%	-1	-1%	-8%	-16%	-8%	CCC(c1nnnn1CCOC)N1CCN(C(=O)c2ccco2)CC1 (stereo not given)
24%	-13%	1%	0%	2	-5%	23%	-17%	-3%	Cc1ccc2nc(C)cc(Cl)c2c1
1%	-20%	-7%	.	.	68%[activator]	6%	-25%	6%	CCOC(=O)C1=C(CNCc2ccc(Cl)cc2)NC(=O)NC1c1ccccc1 (stereo not given)
4%	2%	-9%	.	-1	-2%	21%	.	.	COc1ccccc1NC(=O)N1CC=C(c2c[nH]c3ccccc23)CC1
-2%	-9%	-11%	-3%	5	?	32%[activator]	-7%	i	CCSc1nnc(NC(=O)C(CC)Oc2ccccc2)s1 (stereo not given)
8%	4%	-10%	-8%	1	?	6%	-11%	i	Cc1ccc(-n2ncc3c(N4CCCC4)ncnc32)c(C)c1
4%	-9%	6%	-4%	16	-18%	-12%	-15%	-4%	Cc1cc(C(=O)N/N=C/c2cc(Cl)cc([N+](=O)[O-])c2O)c2ccccc2n1
?	-6%	-2%	-5%	-7	?	?	?	-1%	COc1ccc(-n2c(SC3CCOC3=O)nc3ccccc32)cc1 (stereo not given)
?	-4%	-1%	1%	-11	-20%	73%[activator]	-14%	i	CC(C)[C@H](NC(=O)c1ccccc1Cl)C(=O)OCc1cc(=O)n2cc(Br)ccc2n1
1%	0%	-1%	14%	-1	-4%	64%[activator]	-5%	-4%	COc1ccccc1-n1cc(CN2CCN(C3CCCCC3)C(CCO)C2)cn1 (stereo not given)
2%	-3%	-7%	-1%	-4	-20%	2%	-14%	-10%	COC(=O)c1ccccc1NC(=O)CN(Cc1ccc(Cl)cc1)S(C)(=O)=O
.	?	-13%	-11%	.	?	.	.	.	CC(C)(C)c1ccc(/C=C/C(=O)Nc2ccc3c(c2)OCCO3)cc1
-1%	13%	-1%	-17%	-1	-16%	20%	-14%	-4%	Cc1cc(OCC(=O)NNC(=O)c2cccnc2)cc(C)c1Cl
.	-10%	.	3%	.	.	24%	-12%	3%	CCCNC(=O)c1ccc(Cn2cc(-c3ccc(OC)cc3)nc2C(C)N)cc1 (stereo not given)
.	4%	.	42%	-16	.	22%	-13%	-8%	Cc1ccc(S(=O)(=O)CCC(=O)OCC(=O)Nc2cc(F)ccc2C)cc1
30%	11%	-3%	-4%	-21	-10%	0%	-7%	-1%	COc1ccc(CCNC(=O)CN(C)S(=O)(=O)c2cccc3nsnc23)cc1OC
-28%	-10%	-6%	-9%	6	-22%	25%	1%	9%	Cc1ccc(NC(=S)C2=C(O)c3sccc3N(C)S2(=O)=O)cc1
-28%	-2%	-3%	-12%	1	8%	-22%	1%	-10%	NC(=O)CN1C(=O)NC(c2ccccc2)(c2ccccc2)C1=O
?	-13%	-21%	0%	-24	-5%	-16%	-17%	-4%	Cc1ccc(Cn2c(/C=C/c3ccco3)nc3ccccc32)cc1
6%	-8%	-1%	-9%	-19	-6%	24%	6%	-2%	O=C(Nc1cccc(-n2cnnn2)c1)c1cc(Cl)nc(Cl)c1
?	-6%	2%	-6%	-20	-4%	65%[activator]	-16%	2%	Cc1ccc(-n2[nH]c(C)c(/C=N/N3C(=O)c4cccc5cccc(c45)C3=O)c2=O)cc1
17%	-6%	-6%	17%	-20	-17%	8%	-19%	13%	COC(=O)C1=C(C)N=C2SCCC(=O)N2C1/C=C/c1ccccc1 (stereo not given)
-26%	1%	2%	-1%	-23	-1%	-10%	-15%	0%	C=CCN(CC=C)C(=O)Cn1cnc([N+](=O)[O-])n1
.	-15%	.	-19%	.	.	-3%	-10%	-5%	CCOC(=O)c1cc(-c2ccccc2)nn1Cc1cc(CC)no1
23%	2%	1%	.	-20	4%	2%	3%	i	Cc1cc(Cl)ccc1Nc1ncnc2onc(C)c12
-13%	1%	-1%	5%	.	-11%	8%	-16%	i	Cn1cc(C(=O)NCc2ccccc2F)cn1
4%	-1%	1%	-1%	-3	6%	-5%	-11%	i	CCc1nccn1S(=O)(=O)c1ccc(Br)cc1Br
-8%	-10%	-2%	.	.	-12%	14%	-23%	-7%	CCOc1ccccc1C(=O)NC1(C(F)(F)F)NC(=O)N(CCc2ccc(OC)c(OC)c2)C1=O (stereo not given)
-19%	-20%	-8%	3%	6	-9%	1%	-10%	-1%	CCOC(=O)c1cc2c(nc1N)CC(C)(CC)OC2 (stereo not given)
.	0%	.	-13%	-21	.	16%	-15%	-2%	CCCOc1ccc(NC(=O)Cc2ccc(S(=O)(=O)N3CCOCC3)s2)cc1OCCC

In the list so far, these contain a furan ring, fused or not.
Pol beta inh	POLK inh	BLM inh	APE1 inh	RXFP1 antagonist	Apoferritin bind	POLI inh	Pol eta inh	Tb PGK inh	SMILES
21%	-11%	-4%	16%	-1	-1%	-8%	-16%	-8%	CCC(c1nnnn1CCOC)N1CCN(C(=O)c2ccco2)CC1 (stereo not given)
?	-13%	-21%	0%	-24	-5%	-16%	-17%	-4%	Cc1ccc(Cn2c(/C=C/c3ccco3)nc3ccccc32)cc1

(continued)
Pol beta inh	POLK inh	BLM inh	APE1 inh	RXFP1 antagonist	Apoferritin bind	POLI inh	Pol eta inh	Tb PGK inh	SMILES
15%	-4%	-1%	2%	-14	-24%	?	-14%	-7%	Cc1ccc2[nH]c(C(=O)O)c(NC(=O)CN3CCN(c4cccc(C)c4C)CC3)c2c1
7%	-7%	0%	1%	-5	-3%	17%	-10%	8%	O=S(=O)(c1ccc(Br)cc1)N1CCC2(CC1)OCCO2
.	-9%	.	4%	-10	.	-8%	6%	-6%	CCCCn1c(N)c(N(CCOC)C(=O)COC(=O)c2cc(CC)c(C)s2)c(=O)[nH]c1=O
19%	3%	3%	16%	-5	-1%	25%	-19%	-5%	COCCN(C(=O)C1=COCCO1)c1c(N)n(Cc2ccccc2)c(=O)[nH]c1=O
8%	-2%	-4%	-2%	.	-5%	16%	-12%	i	C=CCn1c(C#N)c(N)sc1=N
8%	-10%	1%	1%	-4	-3%	10%	-8%	-1%	Cc1ccc(S(=O)(=O)n2ccc3cccnc32)cc1
.	-12%	.	-9%	1	.	-25%	-8%	-5%	N#CCCN(C(=O)COC(=O)CCc1nc2ccccc2c(=O)[nH]1)c1ccccc1F
.	12%	.	49%[activator]	.	.	45%[activator]	-4%	i	C[C@H](NC(=O)c1nc[nH]c1C(=O)N1CCN(C(=O)OC(C)(C)C)CC1)c1ccccc1
5%	-18%	-1%	5%	5	-11%	18%	-7%	-4%	CCC(=O)Nc1sc2c(c1C#N)CC(C)(C)NC2(C)C
1%	-8%	-1%	-6%	-32	19%	1%	0%	-4%	CCOCCCn1c(=S)[nH]c2cc3c(cc2c1=O)OCO3
20%	-8%	2%	9%	-3	-10%	19%	2%	5%	COCCn1c(SCCN2CCCCC2)nc2ccccc2c1=O
4%&18%	-23%&6%	-9%&-7%	6%	.	88%&4%[activator]	10%&3%	-12%&-25%	-1%&-7%	Cc1nc2c(-c3ccc(F)cc3)c(C)nn2c(C)c1CCC(=O)N1CCN(c2ccc(F)cc2)CC1
29%	-11%	-7%	.	-13	-3%	-1%	-10%	i	CCc1ccccc1NC(=O)Nc1nnc(N(C)Cc2ccccc2)s1
21%	0%	3%	?	.	8%	-1%	-17%	-11%	O=C1NC[C@H](Cc2ccc(O)cc2)N(CCc2cccc3ccccc23)C1=O
-1%	0%	0%	31%	-8	-6%	24%	0%	-4%	COc1ccccc1C(=O)NC(=O)COC(=O)c1cccc(NC(C)=O)c1
-23%	-3%	-1%	-3%	3	-5%	23%	-4%	-9%	O=S(=O)(c1ccc(Cl)cc1)N1CCN(Cc2cccnc2)CC1
-10%	-3%	-4%	67%[activator]	-9	18%	13%	-2%	i	CC(=O)C1=C(C)NC(=O)NC1c1ccc2c(c1)OCO2 (stereo not given)
-2%	-11%	0%	.	2	-5%	8%	-11%	1%	Cc1ccc(Cl)cc1N1CCN(CCCNC(=O)Cn2ncc3c([nH]c4ccccc43)c2=O)CC1
34%	?	4%	.	1	-1%	0%	-12%	6%	COc1ccccc1NC(=O)c1cc(=O)c2ccc(C)c(C)c2o1
-12%	-14%	4%	12%	.	8%	9%	-19%	-3%	CCc1ccc(N(CC(=O)O)S(=O)(=O)c2c(C)noc2C)cc1

Assay outcomes from PubChem BioAssay.

Only part of the results is shown; count on the stated rates, not on these rows.
